RGS4 inh: human RGS4 inhibition; Transcreener GDP fluorescence polarization, RGS4-accelerated GTP hydrolysis; Potency, µM (doses to about 114 µM), for the others: at the top dose activity change, negative = inhibition, actives largely listed as inhibitors; actives 0.039% (n = 390,000); AID 504845; note: potency is the fitted concentration of half-maximal effect; % is set by controls: 0 for no effect and ±100 for the full control effect; nearly all actives have a fitted effect of over 75% in size; some results filed as inactive show a strong effect at the top dose
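MLSMR compounds (23 nl, pin-transferred) preincubated 10 min at room temperature with a 500nM (2x) first reagent, then RGS4 at 900nM (2x) plus Transcreener GDP mix added; fluorescence polarization (620/688 nm) read before and after 90 min at 30 °C.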
Vif-APOBEC3G blk: blocks the Vif interaction with human APOBEC3G. Q9HC16. HeLa A3G-eYFP + Vif (tagged APOBEC3G with the HIV-1 protein that degrades it), YFP fluorescence, overnight. Potency, µM (titrated, usually from 46.1 µM), inactives show top-dose activity, negative = active, most hits filed as inhibitors. actives 0.076% (n = 410,000);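 note: potency is the fitted concentration of half-maximal effect; % is set by controls: 0 for no effect and ±100 for the full control effect; nearly all actives have a fitted effect of over 60% in size; hits raise eYFP signal because A3G escapes Vif-driven loss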
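Read-out is eYFP fluorescence (Ex 488/Em 500-530) from Vif-expressing HeLa A3G-eYFP cells; more signal means A3G escaped Vif-mediated degradation. Cells plated overnight, compound pinned in, incubated overnight at 37 deg C.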
TrxR1 substrate: is turned over as a substrate by rat TrxR1; purified TrxR1 substrate turnover, NADPH consumption readout; Potency, µM (top dose mostly 114 µM), for inactives: top-dose activity change, negative = substrate turnover; actives 0.01% (n = 390,000); note: potency is the fitted concentration of half-maximal effect; % is set by controls: 0 for no effect and ±100 for the full control effect; nearly all actives have a fitted effect of over 50% in size
Target sequence (O89049 whole entry, looked up): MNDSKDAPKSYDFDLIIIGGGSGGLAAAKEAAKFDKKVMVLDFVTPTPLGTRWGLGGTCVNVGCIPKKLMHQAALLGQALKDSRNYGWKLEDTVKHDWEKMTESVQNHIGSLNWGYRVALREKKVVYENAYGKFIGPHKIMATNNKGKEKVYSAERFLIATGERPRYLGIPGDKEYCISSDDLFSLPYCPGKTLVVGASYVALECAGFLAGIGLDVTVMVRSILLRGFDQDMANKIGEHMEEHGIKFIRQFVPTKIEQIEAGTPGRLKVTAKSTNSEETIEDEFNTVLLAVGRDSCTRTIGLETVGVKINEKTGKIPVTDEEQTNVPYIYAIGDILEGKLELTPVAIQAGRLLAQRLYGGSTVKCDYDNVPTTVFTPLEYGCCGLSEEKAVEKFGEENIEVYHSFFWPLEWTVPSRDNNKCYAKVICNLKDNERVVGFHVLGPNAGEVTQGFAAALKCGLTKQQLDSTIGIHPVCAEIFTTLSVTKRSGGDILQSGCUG
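Rat TrxR1, dispensed at 90 nM, was prereduced with 400 uM NADPH (final) for 5 min at ~22 deg C, then incubated with compound 15 min before 400 uM selenite. A first-read NADPH fluorescence drop versus no-compound background flagged substrates.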
rTrxR1 inhibitor: inhibitors of rat thioredoxin reductase 1. AID 588453. Potency, µM (doses to about 114 µM), without a hit: top-dose activity change, negative = inhibition, actives largely listed as inhibitors. O89049. actives 1% (n = 390,000). recombinant rTrxR1, NADPH fluorescence consumption, selenite substrate; note: potency is the fitted concentration of half-maximal effect; % is set by controls: 0 for no effect and ±100 for the full control effect; nearly all actives have a fitted effect of over 65% in size
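Rat TrxR1 (90 nM in the dispensed reagent) was pre-reduced with 400 uM NADPH for 5 min at room temperature, then incubated with compound for 15 min. After 400 uM selenite was added, NADPH fluorescence (Ex 340/Em 450 nm) was followed for 8 min.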
mIDH1 inhibitor: inhibitors of human mutant IDH1 R132H | O75874 | IDH1-R132H enzyme, NADPH consumption, diaphorase/resazurin fluorescence | Potency, µM (titrated, usually from 76.6 µM), without a hit: at the highest dose activity change, negative = inhibition, actives largely listed as inhibitors | actives 0.093% (n = 390,000); note: potency is the fitted concentration of half-maximal effect; % is set by controls: 0 for no effect and ±100 for the full control effect; nearly all actives have a fitted effect of over 65% in size
Target sequence (O75874 whole entry R132H, stated change not applied): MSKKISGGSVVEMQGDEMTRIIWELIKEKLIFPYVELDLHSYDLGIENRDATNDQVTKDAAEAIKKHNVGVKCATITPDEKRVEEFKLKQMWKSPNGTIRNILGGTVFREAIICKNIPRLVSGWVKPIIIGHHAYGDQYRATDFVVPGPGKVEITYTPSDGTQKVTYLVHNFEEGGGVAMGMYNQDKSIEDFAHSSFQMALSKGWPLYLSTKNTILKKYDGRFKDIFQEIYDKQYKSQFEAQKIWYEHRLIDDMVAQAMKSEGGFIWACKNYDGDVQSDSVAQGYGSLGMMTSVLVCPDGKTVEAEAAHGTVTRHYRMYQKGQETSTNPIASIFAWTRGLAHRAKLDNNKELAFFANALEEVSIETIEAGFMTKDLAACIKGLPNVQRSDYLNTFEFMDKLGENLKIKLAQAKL
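IDH1-R132H (0.5 ug/mL dispensed) in pH 7.5 Tris buffer was preincubated 30 min with compound, then given a substrate mix of 0.016 mM NADPH and 2 mM alpha-KG for 80 min at room temperature; remaining NADPH was read by diaphorase/resazurin fluorescence.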
USP1-UAF1 inh: blocks the human USP1/UAF1 deubiquitinase complex; AID 743255; actives 0.23% (n = 390,000); recombinant USP1/UAF1, Ub-Rhodamine cleavage fluorescence; Potency, µM (titrated, usually from 57.1 µM), for the others: top-dose activity change, negative = inhibition, actives largely listed as inhibitors; note: potency is the fitted concentration of half-maximal effect; % is set by controls: 0 for no effect and ±100 for the full control effect; nearly all actives have a fitted effect of over 60% in size; inactives centre near -12
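USP1/UAF1 complex at 1 nM was preincubated with compound for 15 min at room temperature, then Ub-Rho substrate (150nM final) was added. Fluorescence (480/540 nm) was read kinetically, 6 reads every 60 seconds.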
LDHA inh: LDHA (human) enzyme inhibition. AID 1347041. activity change, % (values are at about 110 or 230 µM). actives 0.15% (n = 480,000). P00338. purified LDHA, NADH/diaphorase-resazurin fluorescence; active compounds read low; in the data active = activity change below about -30%; inconclusive = mostly about -25% to -30%;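 note: plate controls were DMSO wells for no effect and wells without enzyme for full effect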
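Human LDH5 (2 nM) was incubated with 0.06 mM NADH and 0.2 mM pyruvate for 5 min at room temperature in Tris pH 7.4. Remaining NADH was coupled through diaphorase/resazurin, and resorufin fluorescence was read at 0 and 20 min.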
Vif-A3F inh: blocks the Vif interaction with APOBEC3F; HeLa A3F-eYFP + Vif (tagged APOBEC3F with the HIV-1 protein that degrades it), YFP fluorescence increase; Potency, µM (highest dose often 46.1 µM), for inactives: at the top dose activity, negative = active; actives 0.2% (n = 390,000); AID 602313; note: potency is the fitted concentration of half-maximal effect; % of control where 0% means no effect; nearly all actives have a fitted effect of over 65% in size
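HeLa cells stably expressing Vif plus C-terminally eYFP-tagged A3F were seeded, incubated overnight at 37 deg C, dosed with compound, incubated overnight again at 37 deg C. Yellow fluorescence (Ex 488/Em 500-530) reported blocked Vif-mediated A3F-eYFP degradation.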
Glioma ERSR ind: ER stress response induction in glioma | U87-MG GRP78 promoter luciferase reporter, 16 h | Potency, µM, inactives show at the top dose activation, most hits filed as activators | actives 0.02% (n = 420,000) | AID 602332; note: potency is the fitted concentration of half-maximal effect; series mostly up to about 76 µM; % of control where 0% means no effect; nearly all actives have a fitted effect of over 35% in size
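ERSR induction read as luciferase luminescence (Bright-Glo, 10 min at room temperature) in stably transfected human U87-MG glioma cells exposed to compounds for 16 h, using GRP78 as sensor.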
Starred values were filed as active, the others as inactive; ? = inconclusive; . = no result given; [ ] = dose if it differs, or a comment. Unless noted, calls come from the whole dose curve; as a rule, active = well fitted curve in the direction sought with a large enough effect; inconclusive = small, poorly fitted or top-dose-only effect, or another doubt; inactive = no such curve, though single readings can be large; an effect the other way counts as inactive or inconclusive. Not all compounds are listed. The share of hits here may be higher or lower than overall.

SMILES	RGS4 inh	Vif-APOBEC3G blk	TrxR1 substrate	rTrxR1 inhibitor	mIDH1 inhibitor	USP1-UAF1 inh	LDHA inh	Vif-A3F inh	Glioma ERSR ind
O=C(CCl)c1ccc(Cc2ncc(C(F)(F)F)cc2Cl)s1	?	-11%	8%[57.1 µM]	-49%	?	-26%	-1	-12%	8%
O=C(NC(=S)Nc1ccc(S(=O)(=O)Nc2nccs2)cc1)c1ccccc1F	-24%	0%	8%[57.1 µM]	3%[57.1 µM]	-7%	-17%	-5	4%	-6%
Cc1ccc(Cl)c(OC(=O)Cn2cnc3c2c(=O)n(C)c(=O)n3C)c1	-52%	3%	4%[57.1 µM]	2%[57.1 µM]	2%	-12%	0	10%	3%
COc1ccc(CNC(=O)C[C@@H]2C[C@H]3c4cc(NC(=O)C5CCC5)ccc4O[C@H]3[C@@H](CO)O2)cc1	.	2%	.	.	-2%	-5%	-3	-1%	-5%
CN(C(=O)CCN1C(=O)/C(=C/c2ccccc2F)SC1=S)C1CCS(=O)(=O)C1 (stereo not given)	16%	3%	-6%	5%	0%	-26%	-3	12%	-4%
O=C(c1ccc(F)cc1)C1CCN(C(=S)Nc2ccc(F)cc2)CC1	-26%	1%	3%	16%	-2%	-23%	-2	1%	-3%
Cc1ccc(C)c(SCC(=O)NC2CCS(=O)(=O)C2)c1 (stereo not given)	-3%	0%	-1%	7%	14%	-22%	-10	8%	0%
CCc1ccc2[nH]cc(S(=O)(=O)c3ccc(C(C)C)cc3)c(=O)c2c1	-9%	1%	0%	4%	?	-9%	-1	-4%	0%
Cc1ccc(N(CC(=O)NCc2ccccc2)S(=O)(=O)c2c(C)noc2C)cc1	-20%	0%	-4%	6%	2%	-14%	-6	9%	-2%
c1ccc(Nc2c(-c3ccccc3)nc3ncccn23)cc1	-1%	-21%	2%	14%	-1%	-9%	-9	-17%	-2%
COc1cccc(C(=O)Nc2cc(C)ccc2NC(=O)COc2ccccc2)c1	1%	-5%	-7%	-6%	2%	-10%	-11	1%	-1%
COc1ccc(OC)c(NC(=O)COC(=O)c2cc3c(s2)CCC3)c1	-24%	-1%	-4%	-22%	-4%	7%	-3	-1%	-6%
CC(=O)Cc1ccccc1OCC(=O)O	20%	-1%	1%	11%	-3%	-9%	-9	-17%	0%
Cc1c(C(=O)Nc2ccc(F)cc2)oc2ccc(S(=O)(=O)N3CCCCCC3)cc12	2%	1%	-5%[57.1 µM]	12%[57.1 µM]	12%	?	-2	2%	-2%
CN(Cc1ccccc1)S(=O)(=O)c1ccc(N2CCOCC2)nc1	-7%	1%	2%[57.1 µM]	14%[57.1 µM]	6%	2%	-6	-2%	-1%
COC(=O)C[C@H]1c2cc(F)ccc2S(=O)(=O)N1C(C)C	-5%	0%	11%	16%	11%	-28%	0	-1%	-5%
CCCCn1c(N)c(N(CCC(C)C)C(=O)c2[nH]c(C)c(C(=O)OCC)c2C)c(=O)[nH]c1=O	-31%	0%	-9%[57.1 µM]	6%[57.1 µM]	-1%	-31%	1	-11%	-3%
C=C1c2ccccc2NC(=O)N1c1ccc(OC)cc1	-10%	-4%	13%	-11%	9%	-20%	7	-7%	7%
CC(C)CN(CC(C)C)S(=O)(=O)N1CCC(C(=O)NCc2ccc3c(c2)OCO3)CC1	10%[56.9 µM]	-1%	-6%	19%	-7%	-15%	-3	4%	-3%
CCc1ccc(Nc2cc(C)nc3ncnn23)cc1	-2%	-2%	-6%	-4%[57.1 µM]	5%	-5%	-1	-4%	-3%
O=S(=O)(Nc1ccccc1C(F)(F)F)c1ccc(-c2ccccn2)s1	-10%	-8%	-9%	6%	-11%	-12%	-6	0%	4%
O=C(Nc1ccc(Cl)cc1)C1CCCCN1S(=O)(=O)c1ccccc1 (stereo not given)	-30%	-6%	0%	5%	5%	-16%	1	-27%	-2%
CN1C(=O)C(C)(C)c2cc(S(=O)(=O)N3CCC(C(=O)Nc4ccc(Cl)cc4)CC3)ccc21	-15%	2%	4%	4%	10%	-24%	-1	0%	-5%
CCN(C(=O)C1CCN(S(=O)(=O)c2cccc3nonc23)CC1)c1ccccc1	4%	-1%	8%[57.1 µM]	16%[57.1 µM]	-17%	-19%	-11	-1%	-3%

Look-ups from the entries so far:
`CN(Cc1ccccc1)S(=O)(=O)c1ccc(N2CCOCC2)nc1` in mIDH1 inhibitor reads 6%
`Cc1c(C(=O)Nc2ccc(F)cc2)oc2ccc(S(=O)(=O)N3CCCCCC3)cc12` in TrxR1 substrate reads -5%[57.1 µM]
`O=C(Nc1ccc(Cl)cc1)C1CCCCN1S(=O)(=O)c1ccccc1` (stereo not given) in TrxR1 substrate reads 0%
`COC(=O)C[C@H]1c2cc(F)ccc2S(=O)(=O)N1C(C)C` in Glioma ERSR ind reads -5%

(next part)
SMILES	RGS4 inh	Vif-APOBEC3G blk	TrxR1 substrate	rTrxR1 inhibitor	mIDH1 inhibitor	USP1-UAF1 inh	LDHA inh	Vif-A3F inh	Glioma ERSR ind
COc1cccc(NC(=O)CN(C)C(=O)c2cccc(S(=O)(=O)Nc3ccc(C)cc3)c2)c1	-8%	-3%	4%	9%	5%	-20%	0	9%	-4%
CCOC(=O)C1CCN(C(=O)CSc2ccc(Cl)cc2)CC1	1%	2%	-1%[57.1 µM]	7%[57.1 µM]	-2%	-13%	-6	-3%	-9%
Cc1ccc(C)c(S(=O)(=O)c2cn(C)c3cc(N4CCCCC4C)c(F)cc3c2=O)c1 (stereo not given)	-7%	1%	18%	28%	?	-5%	8	1%	-1%
Cc1ccccc1CNC(=O)CCc1ccccc1	-50%	1%	-4%[57.1 µM]	14%	2%	0%	0	3%	3%
CC(=O)Nc1ccc(NC(=O)CS(=O)(=O)c2cn(CC(=O)N3CCCC3)c3ccccc23)cc1	-8%	1%	4%	-5%	-2%	-14%	-3	1%	-3%
Cc1cnc(CN2CCc3c([nH]c4ccccc34)C2CC(C)C)[nH]1 (stereo not given)	-31%	0%	-5%[57.1 µM]	-16%[57.1 µM]	12%	-20%	2	-9%	1%
COc1ccc(/C(N)=N/OC(=O)c2cccc([N+](=O)[O-])c2C)cc1OC	-52%	-1%	1%	11%	-1%	-18%	-5	-2%	5%
CCn1c(C)cc(/C=C2/SC(=S)N(CC(=O)O)C2=O)c1C	-8%	-13%	-30%	-34%	-1%	?	-1	?	-9%
NC(N)=Nc1nc2ccccc2o1	-30%	5%	3%	9%	-3%	-12%	-4	3%	-4%
COc1ccc(C(c2c(C)[nH]n(-c3ccccc3)c2=O)c2c(C)[nH]n(-c3ccccc3)c2=O)cc1OC	-27%	-2%	-7%	-31%	0%	-33%	0	-18%	3%
Cc1ccc(C)c(NC(=O)CCc2ccc(S(=O)(=O)NC3CCCCC3)cc2)c1	-21%[11.4 µM]	-1%	5%[57.1 µM]	9%[57.1 µM]	0%	-13%	-8	4%	-6%
Cn1c(=O)c2c(nc(NCC3CCCO3)n2Cc2cccc(Br)c2)n(C)c1=O (stereo not given)	-17%	2%	0%	14%	1%	-4%	-2	9%	-5%
Cn1cccc1Cc1nnc(SCC(=O)NC2CCCC2)n1CCc1ccccc1	-4%	-8%	5%	10%	0%	-6%	-8	0%	-3%
Cc1cccc(C(=O)N2CCN(c3ccc(C(F)(F)F)cn3)CC2)c1C	-45%	0%	9%[57.1 µM]	19%[57.1 µM]	0%	-13%	-4	-3%	-4%

A second format for part of the listing above.
compound | RGS4 inh | Vif-APOBEC3G blk | TrxR1 substrate | rTrxR1 inhibitor | mIDH1 inhibitor | USP1-UAF1 inh | LDHA inh | Vif-A3F inh | Glioma ERSR ind
CC(=O)Cc1ccccc1OCC(=O)O | 20% | -1% | 1% | 11% | -3% | -9% | -9 | -17% | 0%
Cc1c(C(=O)Nc2ccc(F)cc2)oc2ccc(S(=O)(=O)N3CCCCCC3)cc12 | 2% | 1% | -5%[57.1 µM] | 12%[57.1 µM] | 12% | ? | -2 | 2% | -2%
CN(Cc1ccccc1)S(=O)(=O)c1ccc(N2CCOCC2)nc1 | -7% | 1% | 2%[57.1 µM] | 14%[57.1 µM] | 6% | 2% | -6 | -2% | -1%

Screening data (PubChem BioAssay)
